KCNQ1 act: potentiators or activators of human KCNQ1 potassium channel; CHO-K1 KCNQ1, thallium flux FluxOR fluorescence; active compounds read high; B-score at 10 µM; actives 0.35% (n = 310,000); AID 2648;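 active means fluorescence ratio B-score, a plate-corrected score, at least three library SD, with initial intensity B-score within 5 SD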
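Test system: CHO-K1 cells stably expressing KCNQ1 / Medium: assay buffer / Also added: depolarizing K+/Tl+ stimulus, K2SO4 and Tl2SO4 each 12.5 mM in 5x stock / Incubation: 90 min dye loading and 20 min compound exposure, both at room temperature / Signal: thallium influx via FluxOR fluorescence, kinetic imaging / Evaluation: B score of baseline-normalized fluorescence ratio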
Platelet DG rel: platelet dense granule release activity | human platelet-rich plasma, SFLLRN dense granule ATP release, luminescence | inhibition, %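 (compounds screened at 7.5 µM in platelet-rich plasma)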 | actives 0.22% (n = 300,000) | AID 1663;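 active means mean replicate score, as percent of positive control, at or above 50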
TRPC4 potent: allosterically enhances the mouse TRPC4 cation channel; HEK293 TRPC4beta/mu-opioid, DAMGO EC20, Fluo-4 Ca2+ flux; active compounds read high; B-score at 10 µM; actives 0.42% (n = 310,000);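 active means B-score of calcium response area above 5 SD of library B-scores, with initial fluorescence ratio within 5 SD of library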;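 further: B-score of integrated fluorescence ratio over time as area under calcium response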
KCNK9 inh: inhibitors of human KCNK9 two-pore domain potassium channel | Q9NPC2 | HEK293 KCNK9, FluxOR thallium flux fluorescence; active compounds read low | AID 488922 | B-score at 10 µM | actives 1.2% (n = 310,000);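 active means ratio B-score over 3 SD below the library mean, with starting fluorescence within 5 SD of its mean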;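 further: negative B-score means less thallium flux so channel inhibition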
Target sequence (Q9NPC2 whole entry, looked up, the tested form may be a part): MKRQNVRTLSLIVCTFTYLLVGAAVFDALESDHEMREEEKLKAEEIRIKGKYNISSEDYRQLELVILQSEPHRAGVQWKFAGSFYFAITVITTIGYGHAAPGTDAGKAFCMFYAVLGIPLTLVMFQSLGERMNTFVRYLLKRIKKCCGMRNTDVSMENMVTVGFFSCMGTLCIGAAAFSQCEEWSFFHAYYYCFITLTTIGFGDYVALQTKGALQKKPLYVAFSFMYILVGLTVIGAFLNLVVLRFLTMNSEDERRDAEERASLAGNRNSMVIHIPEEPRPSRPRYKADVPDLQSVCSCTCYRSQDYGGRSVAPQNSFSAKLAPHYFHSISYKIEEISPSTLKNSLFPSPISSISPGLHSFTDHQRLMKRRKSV
KCNK3 inh: human KCNK3 channel inhibition, primary screen; O14649; CHO-KCNK3 thallium flux, FluxOR fluorescence; active compounds read low; B-score at 10 µM; actives 0.84% (n = 340,000); AID 602410;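 active means B-score under library mean minus 4 SD, starting fluorescence ratio at most library mean plus 5 SD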;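 further: more negative B-score means stronger inhibition of thallium flux through KCNK3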
Target sequence (O14649 whole entry, looked up): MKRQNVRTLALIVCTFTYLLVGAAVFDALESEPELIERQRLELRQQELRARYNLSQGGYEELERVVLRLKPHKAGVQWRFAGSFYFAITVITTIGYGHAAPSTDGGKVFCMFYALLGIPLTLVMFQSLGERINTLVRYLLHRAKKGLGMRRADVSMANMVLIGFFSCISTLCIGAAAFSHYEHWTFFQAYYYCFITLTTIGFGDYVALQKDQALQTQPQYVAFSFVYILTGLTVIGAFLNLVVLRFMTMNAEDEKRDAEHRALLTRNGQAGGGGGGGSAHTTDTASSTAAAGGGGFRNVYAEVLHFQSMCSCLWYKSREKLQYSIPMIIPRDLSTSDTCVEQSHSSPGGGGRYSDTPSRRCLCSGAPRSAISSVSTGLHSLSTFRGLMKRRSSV
TRPC4 act: activators of mouse TRPC4 channel. HEK293 TRPC4beta/mu-opioid, Fluo4 calcium fluorescence; active compounds read high. B-score at 10 µM. Q9QUQ5. actives 0.49% (n = 310,000);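 active means B-score above 5 SD of library B-scores, and initial fluorescence ratio not above library mean plus 5 SD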;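 further: positive B-score marks a calcium rise read as TRPC4 activation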
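Material: HEK293 stable line with TRPC4beta plus mu-opioid receptor; technique: Fluo4 calcium-sensitive dye fluorescence, kinetic, 1 Hz baseline; timing: Fluo4 dye loading 45 min at room temperature, 110 s recording; controls: assay buffer as low control, maximal DAMGO as high control; read-out: integrated baseline-normalised fluorescence ratio, converted to per-well B score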
hERG rescue: shields human hERG channel from block by proarrhythmic agents; actives 0.51% (n = 310,000); activation (rescue from dofetilide block), less the hit threshold, % at 10 µM; AID 1511; CHO-hERG, FluxOR thallium flux, dofetilide IC70 present;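 active means activation above the mean of controls blocked by dofetilide plus 5 SD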;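 further: thallium influx through hERG after potassium depolarization seen as dye fluorescence rise; in these data hits start at about 4.7%; inactives centre near -7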
KCNQ1 block: blocks the human KCNQ1 potassium channel; B-score at 10 µM; CHO-K1 KCNQ1, FluxOR thallium flux fluorescence; active compounds read high; P51787; actives 1.3% (n = 310,000);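 active means compounds whose thallium flux B-score, printed positive for inhibition, exceeds three library SD while starting fluorescence stays within three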;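 further: channel opened by potassium depolarization with thallium stimulus after 20 min compound exposure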
Dyrk1A ADPGlo: Dyrk1A (rat) kinase inhibition; AID 504441; inhibition, % at 12.5 µM; ADP-Glo luminescence, NFATc1 peptide; Q63470; actives 0.43% (n = 310,000); in the data active means inhibition above about 50%;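 further: plate controls were vehicle with enzyme for no effect and no enzyme for full effect; many of its hits are not listed in these tables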
PolyA inh: yeast polyadenylation inhibition; S. cerevisiae SKY197-pL101 polyadenylation reporter, beta-gal luminescence; efflux-impaired pdr1/pdr3 knockout yeast; score 100 = 6 SD above DMSO; calls only at 12 µM; actives 0.02% (n = 300,000);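 active means lowest replicate activity score at least 50, where 100 means six control SD above control mean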;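 further: yeast exposed to compound for 9 h at 30 °C; higher score means more reporter readthrough which indicates perturbed polyadenylation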
TRPC4 block: blocks the mouse TRPC4 cation channel; Q9QUQ5; HEK293 TRPC4beta/mu-opioid, DAMGO-evoked Fluo4 calcium flux; active compounds read low; B-score at 10 µM; actives 0.39% (n = 300,000); AID 2247;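 active means B-score over 3 SD under the library average, no early fluorescence shift, positive overall ratio signal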
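Assay system: Stable TRPC4beta/mu-opioid receptor HEK293 cells | Reagent: DAMGO in two steps, submaximal then maximal | Compound dosing: Single concentration per test compound | Signal: Fluo4 Ca2+ flux fluorescence | Evaluation: Per-well B score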
* = called active by the depositor; i = inactive; x = not tested or not shown.

SMILES	KCNQ1 act	Platelet DG rel	TRPC4 potent	KCNK9 inh	KCNK3 inh	TRPC4 act	hERG rescue	KCNQ1 block	Dyrk1A ADPGlo	PolyA inh	TRPC4 block
Cc1ccc(N2C(=O)c3ccccc3C2Nc2ccccc2)nc1 (stereo unspecified)	i	10	i	i	i	i	-6	i	2	i	i
O=C(O)CCCC(=O)Nc1ccccc1Br	i	-8	i	i	i	i	-10	i	2	i	i
Cc1cccc(-n2c(CCc3ccccc3)nnc2SCC(=O)c2ccccc2)c1	i	-10	i	i	i	i	-15	i	-5	i	i
COCC(=O)N(C)C1(c2nnnn2CCOC(=O)Nc2ccc(Cl)cc2)CCCC1	i	-3	i	i	i	i	-4	i	-8	i	i
COc1cc(OC)cc(-c2nnc(NC(=O)Cc3ccc(F)cc3)o2)c1	i	-11	i	i	i	i	-4	i	-3	i	i
COc1ccc(C2(CNC(=O)c3ccc(OC)c([N+](=O)[O-])c3)CCOCC2)cc1OC	i	29	i	i	i	i	-11	i	0	i	i
Cc1c(C(=O)NCc2ccco2)cccc1[N+](=O)[O-]	i	5	i	i	i	i	-5	i	-1	i	i
CCn1c(SCC(=O)Nc2cc(OC)ccc2OC)nnc1C1CCCCC1	i	-1	i	i	i	i	-6	i	0	i	i
Cc1cccc(CN2CCN(c3nc4nonc4nc3NC3CC3)CC2=O)c1	i	1	i	i	i	i	-12	i	-2	i	i
CCOC(=O)Nc1cccc(Cl)c1C	i	-5	i	i	i	i	-7	i	-6	i	i
CC(=O)N1CCOc2ccc(S(=O)(=O)N3CCC(C(=O)Nc4cc(C)ccc4C)CC3)cc21	i	-4	i	i	i	i	-6	i	4	i	i
Cc1ccc(CNC(=O)C2CCN(S(=O)(=O)c3cccs3)CC2)cc1	i	-1	i	i	i	i	1	i	0	i	i
CC1CC(C)CN(c2nc3c(c(=O)n(C)c(=O)n3C)n2CCSc2ncccn2)C1 (stereo unspecified)	i	1	i	i	i	i	-14	i	-1	i	i
O=C(Nc1nnc(SCC(=O)N2CCOCC2)s1)C1CC(=O)N(c2ccccc2)C1 (stereo unspecified)	i	9	i	i	i	i	-3	i	13	i	i
O=C(/C=C/Nc1ccccc1)c1ccccc1	i	37	i	i	i	i	-10	i	0	i	i
COc1ccc(CNC(=O)COC(=O)C2CC2C)cc1OC (stereo unspecified)	i	21	i	i	i	i	-11	i	3	i	i
CC(=O)c1cccc(NS(=O)(=O)c2cc(-c3cnc(C4CC4)o3)ccc2C)c1	i	-7	i	i	i	i	-7	i	-1	i	i
COc1cc2c(cc1OC)C(c1ccccc1)N(C(=O)c1cccc(S(C)(=O)=O)c1)CC2 (stereo unspecified)	i	7	i	i	i	i	-6	i	-5	i	i
CCN(CC)c1ccc(C=Nc2cc(C)cc(C)c2)c(O)c1	i	5	i	i	i	i	-14	i	-2	i	i
c1ccc2c(Nc3nc(N4CCOCC4)c4ccccc4n3)cccc2c1	i	-10	i	i	i	i	-19	i	-3	i	i
Cc1ccc(S(=O)(=O)Nc2ccc(C(OC(=O)c3ccccc3[N+](=O)[O-])(C(F)(F)F)C(F)(F)F)cc2)cc1	i	-1	i	i	i	i	-14	i	2	i	i
CCOc1cc(NC(=O)C2CCCO2)c(OCC)cc1NC(=O)C1CC1 (stereo unspecified)	i	9	i	i	i	i	-10	i	-2	x	i
CCc1ccccc1NC(=O)CC(O)(C(=O)OC)C(F)(F)F (stereo unspecified)	i	-1	i	i	i	i	-8	i	3	i	i
CCOC(=O)Nc1sc2c(c1C(=O)OCC)CCC2	i	0	i	i	i	i	-9	i	-2	i	i
Cc1ccc(C)c(NC(=O)CCN2CC(C)CC(C)C2)c1 (stereo unspecified)	i	-8	i	i	i	i	-6	i	x	i	i
O=C(CSc1nnc(-c2ccc(F)cc2)o1)c1ccc2c(c1)OCCO2	i	16	i	i	i	i	4	i	8	i	i
N#Cc1nc(Cc2ccccc2)oc1NCCN1CCOCC1	i	4	i	i	i	i	-9	i	7	i	i
CCCN(CCC)CCNC(=O)C(NS(=O)(=O)c1ccc2c(c1)CCC(=O)N2)c1ccccc1 (stereo unspecified)	i	-10	i	i	i	i	-8	i	-9	i	i
CCOC(=O)c1ccc(NC(=O)CSc2nnc(Cn3c(=O)sc4ccccc43)n2C)cc1	i	3	i	i	i	i	-12	i	10	i	i
O=C1NC(Cc2c[nH]c3ccccc23)C(=O)N1Cc1cccc2ccccc12 (stereo unspecified)	i	0	i	i	i	i	-10	i	9	i	i
O=C(O)CCn1c(SCc2cc(=O)n3ccccc3n2)nc2ccsc2c1=O	i	7	i	i	i	i	-14	i	0	i	i
O=C(Nc1ccc(N2CCOCC2)cc1)c1cc2c(s1)CCCC2	i	-16	i	i	i	i	-15	i	13	i	i
COc1ccccc1NS(=O)(=O)c1cccc(C(=O)N/N=C/c2ccc(NC(C)=O)cc2)c1	i	-10	i	i	i	i	-14	i	2	i	i
COc1ccccc1-c1c(C)nn2c(N3CCN(Cc4ccccc4)CC3)cc(C)nc12	i	2	i	i	i	i	-9	i	0	i	i
COc1ccc(C(=O)Nc2c(C(C)(C)C)nn(C)c2C(C)(C)C)cc1	i	13	i	i	i	i	0	i	x	i	i
COc1cc(/C=N/NC(=S)Nc2cccc(C(=O)O)c2)ccc1O	i	27	i	i	i	i	-7	i	-3	i	i
Cc1cc(C)cc(-n2nnnc2SCC(=O)Nc2cccc(NC(=O)c3ccco3)c2)c1	i	33	i	i	i	i	-7	i	6	i	i
CCn1c(COc2cccc(OC)c2)nnc1SCC(=O)NCC1CCCO1 (stereo unspecified)	i	-1	i	i	i	i	-5	i	2	i	i
O=S(=O)(c1ccc2[nH]c3c(c2c1)CCCC3)N1CCCCC1	i	11	i	i	i	i	-3	9*	4	i	i
Cn1c(=O)c2c(nc(N/N=C3\CCCc4ccccc43)n2Cc2ccc(F)cc2)n(C)c1=O	i	8	i	i	i	i	-3	i	-9	i	i
O=C(OCC#CCSc1nc2ccccc2o1)c1ccco1	i	-7	i	i	i	i	-5	i	11	i	i
NC(=O)CC(NC(=O)OCc1ccccc1)C(=O)O (stereo unspecified)	i	5	i	i	i	i	-9	i	7	i	i
CCC1C=C(c2ccccc2)C=CN=C1N(CC)CC (stereo unspecified)	i	-2	i	i	i	i	-14	i	3	i	i
CN(C(=S)Nc1ccccc1)c1ccccc1	i	8	i	i	i	i	-3	i	4	i	i
CCNC(=S)N1CCN=C1Nc1nc(C)cc(C)n1	i	10	i	i	i	i	-1	i	3	i	i
N#Cc1c(-c2cccs2)cc(-c2cccnc2)nc1N	i	-4	i	i	i	i	-12	i	0	i	i
CC1(c2ccc(NC(=O)c3ccccc3F)cc2)CC1(Cl)Cl (stereo unspecified)	i	-4	i	i	i	i	-1	i	-6	i	i
Cc1cccc(C)c1NC(=O)CS(=O)CC(=O)N1CCN(c2ccccc2)CC1 (stereo unspecified)	i	13	i	i	i	i	-6	i	0	i	i
COc1ccccc1CCc1nnc(CCC(=O)NC(C)Cc2cccc(C)n2)o1 (stereo unspecified)	i	7	i	i	i	i	-18	i	13	i	i
Cc1ccc(-n2ncc(C#N)c2/N=C/N2CCOCC2)cc1	i	1	i	i	i	i	-1	i	-2	i	i
CC(/C=N/NC(=O)CSc1ccccn1)=C\c1ccc(C(C)C)cc1	i	-6	i	-13*	i	i	-13	i	6	i	i
CN(C)/C=C1\C(=O)N(c2ccc(Cl)cc2)CS1(=O)=O	i	16	i	i	i	i	-8	i	1	i	i
COc1c(C)cc(C(=O)C2CCCN(C(=O)c3ccc4cc[nH]c4c3)C2)cc1C (stereo unspecified)	i	3	i	i	i	i	-11	i	-4	i	i
O=c1c2cc(Br)ccc2nc(-c2ccccc2)n1O	11*	5	i	i	i	i	17*	i	15	i	i
CCNC(=S)N1CCN(S(=O)(=O)c2ccc(C)c(C)c2)CC1	i	2	i	i	i	i	-11	i	-4	i	i
Cc1cc(C)c(S(C)(=O)=O)c(Oc2ccccc2C)n1	i	-4	i	i	i	i	-3	i	-7	i	i
O=C(CSc1nc(Nc2ccccc2)nc(N2CCOCC2)n1)Nc1ccc([N+](=O)[O-])cc1	i	15	i	i	i	i	-12	i	5	i	i
O=C(COC(=O)c1cc[n+]([O-])cc1)Nc1c(Cl)cccc1C(F)(F)F	i	-9	i	i	i	i	-12	i	-2	i	i
O=C(O)CN1C(=O)Nc2ccc(Br)cc2C1c1ccccc1 (stereo unspecified)	i	-5	i	i	i	i	-7	i	6	i	i
CSC1=N/C(=C\C=C\c2cccs2)C(=O)S1	i	-3	i	i	i	i	-9	i	1	i	i

Some of these compounds in order of SMILES length, largest number first.
SMILES	KCNQ1 act	Platelet DG rel	TRPC4 potent	KCNK9 inh	KCNK3 inh	TRPC4 act	hERG rescue	KCNQ1 block	Dyrk1A ADPGlo	PolyA inh	TRPC4 block
O=C(CSc1nc(Nc2ccccc2)nc(N2CCOCC2)n1)Nc1ccc([N+](=O)[O-])cc1	i	15	i	i	i	i	-12	i	5	i	i
CC(/C=N/NC(=O)CSc1ccccn1)=C\c1ccc(C(C)C)cc1	i	-6	i	-13*	i	i	-13	i	6	i	i
O=C(O)CN1C(=O)Nc2ccc(Br)cc2C1c1ccccc1 (stereo unspecified)	i	-5	i	i	i	i	-7	i	6	i	i

More entries.
SMILES	KCNQ1 act	Platelet DG rel	TRPC4 potent	KCNK9 inh	KCNK3 inh	TRPC4 act	hERG rescue	KCNQ1 block	Dyrk1A ADPGlo	PolyA inh	TRPC4 block
COc1cccc(NC(=O)COC(=O)c2c(-c3ccccc3)noc2C)c1	i	0	i	i	i	i	-4	i	5	i	x
O=C(COc1ccccc1Br)c1ccc(O)cc1O	i	-1	i	i	i	i	-14	i	12	i	i
Cc1ccc([N+](=O)[O-])cc1NC(=O)c1ccoc1C	i	0	i	i	i	i	-2	i	-2	i	i
CC(C)(Oc1ccc(Cl)cc1)C(=O)Nc1ccc2oc(=O)ccc2c1	i	2	i	i	i	i	-8	i	-6	i	i
CC(=O)/C(=C/c1ccc(N(C)C)cc1)C(=O)c1ccccc1	i	16	i	i	i	i	-6	i	-8	i	i
CCCNc1ncccc1C(N)=O	i	4	i	i	i	i	-7	i	0	i	i
CCOC(=O)c1ccc(CNC(=O)c2cc(COc3ccccc3SC)on2)o1	i	-14	i	i	i	i	-8	i	5	i	i

Source: PubChem

Not all compounds are listed, so the mix of outcomes need not match the whole.
